Vif-A3G inh – blocks the Vif interaction with human APOBEC3G | AID 602310 | Q9HC16 | Potency, µM (titrated, usually from 46.1 µM), inactives show at the top dose activity, negative = active, hits mostly inhibitors | 0.076% of 410,000 active | HeLa A3G-eYFP + Vif (tagged APOBEC3G with the HIV-1 protein that degrades it), YFP fluorescence, overnight;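 note: potency is the fitted concentration of half-maximal effect; % is set by controls: 0 for no effect and ±100 for the full control effect; nearly all actives have a fitted effect of over 60% in size; hits raise eYFP signal because A3G escapes Vif-driven loss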
Target sequence (Q9HC16 whole entry, looked up): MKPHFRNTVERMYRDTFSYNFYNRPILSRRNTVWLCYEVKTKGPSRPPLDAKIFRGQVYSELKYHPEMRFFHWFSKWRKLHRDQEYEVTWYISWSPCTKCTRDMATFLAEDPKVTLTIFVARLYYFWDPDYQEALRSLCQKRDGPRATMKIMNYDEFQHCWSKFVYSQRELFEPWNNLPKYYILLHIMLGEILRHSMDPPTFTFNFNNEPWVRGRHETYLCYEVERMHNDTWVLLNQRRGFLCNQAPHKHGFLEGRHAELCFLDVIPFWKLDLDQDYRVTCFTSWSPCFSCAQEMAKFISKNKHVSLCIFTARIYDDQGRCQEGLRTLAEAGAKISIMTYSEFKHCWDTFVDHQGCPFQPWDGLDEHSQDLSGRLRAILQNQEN
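HeLa cells stably expressing Vif and C-terminally eYFP-tagged A3G, seeded overnight at 37 deg C, then exposed to compound by pintool overnight at 37 deg C. Rise in yellow fluorescence (Ex 488/Em 500-530, Acumen) marks blocked Vif-driven A3G degradation.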
D1 potentiator – enhances dopamine response at the human D1 receptor; P21728; HEK293 TREx D1 cells, calcium flux, dopamine EC20 potentiation; potentiation, % at 10 µM; 0.036% of 360,000 active; in the data active = potentiation above about 30%; note: 0% is about no effect
Target sequence (P21728 whole entry, looked up): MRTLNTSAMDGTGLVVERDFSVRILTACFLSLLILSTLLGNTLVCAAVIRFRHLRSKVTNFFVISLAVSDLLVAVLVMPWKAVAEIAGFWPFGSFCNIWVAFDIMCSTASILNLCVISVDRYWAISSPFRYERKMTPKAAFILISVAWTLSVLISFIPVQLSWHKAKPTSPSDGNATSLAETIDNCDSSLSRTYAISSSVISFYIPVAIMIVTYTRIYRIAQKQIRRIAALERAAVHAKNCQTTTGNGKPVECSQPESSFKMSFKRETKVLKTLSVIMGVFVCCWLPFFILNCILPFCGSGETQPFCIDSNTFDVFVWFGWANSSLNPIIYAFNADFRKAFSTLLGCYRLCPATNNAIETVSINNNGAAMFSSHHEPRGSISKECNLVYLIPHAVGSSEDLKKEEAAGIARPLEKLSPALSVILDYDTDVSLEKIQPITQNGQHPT
Vif-APOBEC3F blk – inhibitors of Vif-A3F interaction | HeLa A3F-eYFP + Vif (tagged APOBEC3F with the HIV-1 protein that degrades it), YFP fluorescence increase | Potency, µM (series often up to 46.1 µM), for inactives: at the top dose activity, negative = active | 0.2% of 390,000 active | AID 602313; note: potency is the fitted concentration of half-maximal effect; % of control where 0% means no effect; nearly all actives have a fitted effect of over 65% in size
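Fluorescence increase (Ex 488/Em 500-530) after overnight compound treatment at 37 deg C flags inhibition of Vif-driven A3F-eYFP loss in stable HeLa A3F-eYFP/Vif cells seeded overnight beforehand.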
GRP78 ERSR act – inducers of ER stress response in human glioma cells; U87-MG GRP78 promoter luciferase reporter, 16 h; Potency, µM, for inactives: at the highest dose activation, usual class: activators; 0.02% of 420,000 active; AID 602332; note: potency is the fitted concentration of half-maximal effect; series mostly up to about 76 µM; % of control where 0% means no effect; nearly all actives have a fitted effect of over 35% in size
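ERSR induction read as luciferase luminescence (Bright-Glo, 10 min at room temperature) in stably transfected human U87-MG glioma cells exposed to compounds for 16 h, using GRP78 as sensor.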
D1 antag – antagonists of human D1 dopamine receptor; P21728; activity change, negative = inhibition, % at 10 µM; HEK293 TREx D1 cells, calcium flux, dopamine EC80; stronger effect = lower value; 3.2% of 360,000 active; in the data active = activity change below about -30%; note: % is set by controls: 0 for no effect and ±100 for the full control effect
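Calcium flux readout: force-coupled, inducible Hek293 Trex D1 line, cells induced overnight at 30 C with tetracycline, dye-loaded 30–90 min at RT. Antagonism scored against EC80 dopamine challenge given 180 s after compound.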
D1 ag – activates the human D1 dopamine receptor; activation, % at 2 µM; 1% of 360,000 active; HEK293 T-REx D1 cells, calcium flux, agonist mode; P21728; in the data active = activation above about 30%; note: 0% is about no effect
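Agonism was scored from calcium flux recorded over 180 s (1 read/s) after pintool compound addition, following a 10-cycle baseline. Cells were inducible force-coupled HEK293 TREx D1, plated overnight at 30 C and loaded with no-wash calcium dye.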
RXFP1 antagonist – RXFP1 (human) relaxin receptor antagonism; Q9HBX9; HEK293-RXFP1, relaxin-stimulated cAMP HTRF, 30 min; stronger effect = lower value; activity change, negative = inhibition, % at 57.5 µM; 0.59% of 350,000 active; AID 1259400;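 active = activity change of -60% or lower, but not beyond a set lower limit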; note: % is set by controls: 0 for no effect and ±100 for the full control effect
D2 potentiator – D2 dopamine receptor (human) potentiation; P14416; HEK293 T-REx D2, calcium flux, EC20 dopamine potentiation; potentiation, % at 10 µM; 0.34% of 340,000 active; AID 485347;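 active = potentiation over 3 SD above the plate norm, cut at about 30% in these data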; note: 0% is about no effect
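Calcium flux readout, no-wash dye, 1 read/s. Inducible HEK293 Trex D2 line, overnight 30 C. Compound alone 180 s (agonist flags), then EC20 dopamine, another 180 s to score potentiation.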
RXFP1 ag – agonists of human relaxin receptor RXFP1. Q9HBX9. HEK293T-RXFP1 cAMP TR-FRET, 30 min; response scale: percent of porcine relaxin response, buffer zero. Potency, µM (titrated, usually from 57.5 µM), for the others: at the highest dose activation, usual class: activators. 0.3% of 370,000 active. AID 2676; note: potency is the fitted concentration of half-maximal effect; % is set by controls: 0 for no effect and ±100 for the full control effect; nearly all actives have a fitted effect of over 60% in size; many of its hits are not listed in these tables
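Agonist response is measured as cAMP accumulation in an RXFP1-transfected HEK293T line under PDE4 inhibition. Values are scaled between buffer-only and 29 nM porcine relaxin, and EC50s come from standard Hill equation fits.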
An asterisk follows results filed as active; . = not tested or not shown; & = joins results of further samples. Unless noted, calls come from the whole dose curve; as a rule, active = well fitted curve in the direction sought with a large enough effect; inconclusive = small, poorly fitted or top-dose-only effect, or another doubt; inactive = no such curve, though single readings can be large; an effect the other way counts as inactive or inconclusive. The list is partial; rates above refer to the full screens.

SMILES | Vif-A3G inh | D1 potentiator | Vif-APOBEC3F blk | GRP78 ERSR act | D1 antag | D1 ag | RXFP1 antagonist | D2 potentiator | RXFP1 ag
COc1cccc(Cn2nnc(C(=O)NCCc3ccc(Cl)cc3)c2N)c1 | 1% | 1 | -2% | -2% | -2 | 2 | -2 | 2 | -1.8%
CC(=O)Nc1ccc(NC(=O)C(=O)NCC(c2ccco2)N2CCc3ccccc3C2)cc1 (configuration not stated) | -17% | 0 | -13% | -2% | 1 | 7 | -19 | 7 | 1.1%
Cc1ccc(N2C(=O)N(CC(=O)Nc3c(C)cc(C)cc3Cl)C(=O)C2C)cc1 (configuration not stated) | 0% | -1 | 2% | 3% | -2 | 0 | 3 | 9 | 2.3%
Cc1ccc(S(=O)(=O)CCC#N)cc1 | 2% | 4 | 6% | 6% | 15 | 2 | -14 | 4 | -3.1%
O=C(NNC(=O)C1CC(c2cccnc2)=NO1)Nc1cccc(F)c1 (configuration not stated) | 1% | 1 | -6% | -5% | -8 | 3 | 1 | 5 | 3.9%
CCOc1ccc2nc(NC(=O)CN3CCN(c4ccccn4)CC3)sc2c1 | 2% | -3 | 8% | 3% | -13 | 0 | -4 | -19 | 2.1%
Cc1ccc(OCc2nnc(SCC(=O)C(C)(C)C)n2Cc2ccco2)cc1 | -3% | -8 | 2% | 0% | -10 | 2 | -18 | -5 | 2.8%
O=C(CSc1ccc([N+](=O)[O-])cc1)NCC1CCCCC1 | 3% | -3 | -1% | -2% | -7 | 11 | -8 | -8 | -1.3%
CN(C)S(=O)(=O)c1ccc(Cl)c(NC(=O)COC(=O)CCC(=O)c2cccs2)c1 | 2% | -6 | -5% | -3% | -6 | 7 | 7 | -4 | 0.3%
CCOc1ccc(C2NC(=O)C(C#N)=C(S)N2c2ccc(C)cc2)cc1OC (configuration not stated) | 2% | 1 | -7% | -3% | -1 | 1 | 7 | -6 | -0.1%
Fc1ccccc1CSCc1nc2ccccc2[nH]1 | 0% | -7 | 7% | 3% | -18 | 1 | 5 | 3 | 3.2%
Fc1ccc(CN2CCN(c3ncccn3)CC2)cc1 | -1% | -4 | 2% | -3% | -1 | 2 | -8 | -19 | 0.5%
O=C(CN1CCCCC1)N/N=C/c1ccc(Cl)cc1 | -5% | 1 | 10% | 2% | -3 | 2 | 1 | -1 | 3.6%
CCC(=O)c1ccc(OCC(O)Cn2c(C)nc3ccccc32)cc1 (configuration not stated) | 0% | -8 | 8% | -2% | -20 | 8 | -16 | -3 | 2.5%
Cc1cc(NC(=O)CSc2nc3ccccc3[nH]2)n(-c2ccccc2)n1 | 0% | -1 | -5% | -2% | 10 | 1 | 2 | 6 | -0.8%
COc1ccccc1NC(=O)CSc1n[nH]c(-c2ccco2)n1 | -5% | . | -6% | -4% | . | . | -4 | . | .
CCC1Sc2ccccc2N(CC(=O)NC2CCCC2)C1=O (configuration not stated) | 1% | -1 | -5% | -1% | 17 | -2 | 12 | -11 | 2.1%
Cc1c(NC(=O)C23CC4CC(CC(Br)(C4)C2)C3)c(=O)n(-c2ccccc2)n1C | -1% | -4 | 3% | -7% | -3 | 2 | 0 | 2 | 0.5%
COc1ccc(CCN(C)C(=O)COc2cccc(-n3cnnn3)c2)cc1OC | 1% | . | 1% | -4% | . | . | -11 | . | .
CCOc1ccc(NC(=O)CSc2ncn[nH]2)c([N+](=O)[O-])c1 | -5% | -8 | -17% | 0% | 12 | 2 | 2 | 12 | 4.9%
COc1cc(OC)c(OC)cc1/C=C1\SC(N2CCCCC2)=NC1=O | -6% | -7 | -11% | -2% | -2 | 2 | 7 | -9 | -0.2%
C/C(=N\NC(=O)C(N)=O)c1ccc(NC(=O)c2cccs2)cc1 | 0% | -7 | -6% | 2% | -28 | 2 | 0 | -5 | -0.8%
CCc1nn2c(=O)cc(CSc3nc(C)cc(=O)[nH]3)nc2s1 | 3% | . | -3% | -5% | 6 | 3 | . | -6 | 3.2%
CC1CCCCN1C(=O)CN1CCSc2ccccc21 (configuration not stated) | -1% | -1 | -2% | -3% | -4 | 3 | . | -11 | 0.2%
Cc1cc(C)c2c(CC(=O)N3CCCC3)coc2c1 | -3% | -5 | 4% | -2% | -2 | -1 | 10 | . | -2.0%
CC1CCC2(CC1)NC(=O)N(CC(=O)Nc1ccc3[nH]c(=O)[nH]c3c1)C2=O (configuration not stated) | 0% | -4 | -18% | -1% | -3 | 1 | -7 | -5 | 0.5%
O=C(CN1CCN(Cc2ccc(F)cc2)CC1)NCc1ccccc1 | 2% | -4 | 0% | -4% | -4 | 0 | 28 | -1 | 1.9%
c1ccc(N/N=C2\CCCc3ccccc32)nc1 | -3% | -4 | -4% | 2% | -7 | 0 | -14 | -4 | -2.7%
COc1cccc(-c2cn3c(n2)sc2cc(C(=O)NCCC4=CCCCC4)ccc23)c1 | 1% | -4 | -14% | -1% | 9 | 2 | 6 | -9 | 18%
Cc1cc(C)cc(NS(=O)(=O)c2ccc(NC(=S)NC(=O)c3cccs3)cc2)c1 | -6% | -6 | -9% | -2% | -29 | 7 | . | 7 | 2.7%
Cc1ccc2c(=O)cc(C(=O)Nc3ccc(S(=O)(=O)Nc4ncccn4)cc3)oc2c1C | 1% | 0 | 3% | -2% | 0 | 3 | -1 | 6 | -0.3%
Cc1cc(Cl)c(S(=O)(=O)NC2CCCCC2)cc1OCC(=O)Nc1nncs1 | -4% | -1 | -6% | -5% | -7 | -3 | -18 | 25 | -1.6%
CCCn1c(SCC(=O)N(C)C2CCCCC2)n[nH]c1=O | 1% | . | 0% | 3% | . | . | 6 | . | .
NC(N)=NC(N)=Nc1cccc2ccccc12 | -2% | 1 | -1% | -3% | -10 | 1 | -11 | 3 | -3.2%
Cc1cc(SC2CCOC2=O)nc2ccccc12 (configuration not stated) | 4% | 10 | -21% | -2% | -2 | 0 | 1 | -6 | 5.5%
Cc1cc(C(=O)C(C)OC(=O)c2ccc(NC(=O)CC#N)cc2)c(C)n1-c1ccccc1 (configuration not stated) | -4% | -3 | -11% | -10% | -9 | 6 | -33 | -7 | 1.9%
CN(CCOc1ccccc1)C(=O)c1cc(S(=O)(=O)N2CCOCC2)ccc1Cl | 1% | -7 | -3% | -4% | -19 | 0 | 1 | 3 | -0.2%
CN1CCN(C(=O)Nc2ccccc2)CC1 | 2% | -1 | 3% | -4% | 5 | 2 | -6 | 0 | -1.4%
Cc1cccc(/C=C/c2onc(C)c2S(=O)(=O)N2CCC(C(=O)N3CCCCC3)CC2)c1 | -1%&4% | 0&-6 | 4%&0% | -2%&-1% | -14&-1 | 1&12 | -10&-8 | -2&10 | -0.5%&0.5%
Cc1cc2c(c(=O)o1)C(c1cccs1)C(C#N)=C(N)O2 (configuration not stated) | -3% | -5 | 4% | -3% | -1 | 2 | . | -6 | -0.3%
O=C(CSc1nnc(-c2ccco2)n1Cc1ccco1)Nc1ccccc1 | 0% | -4 | -5% | -4% | -7 | -1 | 7 | 4 | 2.8%
O=C(N/N=C/c1cccc(O)c1)c1cc2c(ccc3ccccc32)o1 | 0% | -7 | -2% | -4% | -4 | 1 | -22 | -14 | 0.0%
Cc1ccc(NNc2c(C)nc3ccccc3nc2=O)cc1 | 1% | 0 | -7% | 3% | 1 | 2 | -13 | -12 | 0.7%
CC1CCCN(CC(=O)Nc2ccc(S(=O)(=O)N3CCCCC3)cc2)C1 (configuration not stated) | 1% | -2 | 0% | -2% | 12 | 1 | 4 | . | 1.4%
COc1ccc(CCN2C(=O)NC(NC(=O)CC(C)C)(C(F)(F)F)C2=O)cc1OC (configuration not stated) | -1% | 10 | 3% | -3% | -6 | 3 | . | 8 | -1.3%
CCn1cc(C(=O)N2CCN(Cc3ccc4c(c3)OCO4)CC2)c2cc(OC)c(OC)cc2c1=O | 2% | 3 | -2% | -2% | -2 | 1 | -1 | -12 | 0.4%
CCSc1nc(-c2ccccc2F)nc2c1Cc1c(CO)cnc(C)c1O2 | -4% | -1 | 8% | -3% | -10 | 2 | -23 | -1 | 1.7%
Cn1cc(S(=O)(=O)NCc2ccc(F)cc2)c(=O)n(C)c1=O | -1% | 0 | 0% | -3% | 4 | 8 | -6 | 11 | -0.7%

Reprinted at random: four records from the list
SMILES | Vif-A3G inh | D1 potentiator | Vif-APOBEC3F blk | GRP78 ERSR act | D1 antag | D1 ag | RXFP1 antagonist | D2 potentiator | RXFP1 ag
CN(CCOc1ccccc1)C(=O)c1cc(S(=O)(=O)N2CCOCC2)ccc1Cl | 1% | -7 | -3% | -4% | -19 | 0 | 1 | 3 | -0.2%
Cc1ccc(NNc2c(C)nc3ccccc3nc2=O)cc1 | 1% | 0 | -7% | 3% | 1 | 2 | -13 | -12 | 0.7%
COc1ccc(CCN2C(=O)NC(NC(=O)CC(C)C)(C(F)(F)F)C2=O)cc1OC (configuration not stated) | -1% | 10 | 3% | -3% | -6 | 3 | . | 8 | -1.3%
CCSc1nc(-c2ccccc2F)nc2c1Cc1c(CO)cnc(C)c1O2 | -4% | -1 | 8% | -3% | -10 | 2 | -23 | -1 | 1.7%

Further structures.
SMILES | Vif-A3G inh | D1 potentiator | Vif-APOBEC3F blk | GRP78 ERSR act | D1 antag | D1 ag | RXFP1 antagonist | D2 potentiator | RXFP1 ag
C[C@@H]1CN([C@H](C)CO)C(=O)CCCn2cc(nn2)CO[C@H]1CN(C)C(=O)Nc1ccc(F)cc1 | 1% | . | -7% | -3% | . | . | 5 | . | .
CC1CCc2cc(F)cc3c(O)c(C(=O)NCC4CCCO4)c(=O)n1c23 (configuration not stated) | 2% | 3 | . | -7% | -77* | 1 | 0 | 0 | 22%
CCS(=O)(=O)N1CCc2cc(C(=O)NCCc3ccc(OC)cc3)ccc21 | 1% | -2 | 4% | 0% | -7 | 11 | . | 6 | -9.7%
O=C1/C(=C/c2ccc([N+](=O)[O-])cc2)Oc2cc(O)ccc21 | -2% | -4 | 22µM* | -1% | -7 | 16 | -6 | 0 | -0.9%
COc1ccc(/C(O)=C2\C(=O)C(=O)N(c3cc(C)on3)C2c2cccc(OC)c2OC)cc1C (configuration not stated) | -4% | -1 | 3% | 0% | -2 | 4 | -5 | 9 | 22%
O=c1c2ccccc2nc(N/N=C/c2ccc(O)cc2)n1O | 0% | 4 | 5% | 2% | -15 | 1 | -25 | . | -1.0%
O=C(NCc1ccco1)C(=O)NCC1OCCN1S(=O)(=O)c1ccc(Br)cc1 (configuration not stated) | -3% | 1 | 11% | -2% | 9 | 0 | 1 | -4 | -3.6%

Screens (PubChem)
